Assay outcomes deposited in PubChem BioAssay by National Center for Advancing Translational Sciences (NCATS).
12-hLO inh – blocks human 12-lipoxygenase activity | Potency, µM (top dose mostly 57.1 µM), inactives show at the top dose activity change, negative = inhibition, actives largely listed as inhibitors | 150,000 tested, 0.12% active | purified 12-hLO, xylenol orange hydroperoxide absorbance | AID 1452 | P18054; also: potency is read from the fitted curve at half-maximal effect; nearly all actives have a fitted effect of over 55% in size; many of its hits are not listed in these tables
Target sequence (P18054 whole entry, looked up): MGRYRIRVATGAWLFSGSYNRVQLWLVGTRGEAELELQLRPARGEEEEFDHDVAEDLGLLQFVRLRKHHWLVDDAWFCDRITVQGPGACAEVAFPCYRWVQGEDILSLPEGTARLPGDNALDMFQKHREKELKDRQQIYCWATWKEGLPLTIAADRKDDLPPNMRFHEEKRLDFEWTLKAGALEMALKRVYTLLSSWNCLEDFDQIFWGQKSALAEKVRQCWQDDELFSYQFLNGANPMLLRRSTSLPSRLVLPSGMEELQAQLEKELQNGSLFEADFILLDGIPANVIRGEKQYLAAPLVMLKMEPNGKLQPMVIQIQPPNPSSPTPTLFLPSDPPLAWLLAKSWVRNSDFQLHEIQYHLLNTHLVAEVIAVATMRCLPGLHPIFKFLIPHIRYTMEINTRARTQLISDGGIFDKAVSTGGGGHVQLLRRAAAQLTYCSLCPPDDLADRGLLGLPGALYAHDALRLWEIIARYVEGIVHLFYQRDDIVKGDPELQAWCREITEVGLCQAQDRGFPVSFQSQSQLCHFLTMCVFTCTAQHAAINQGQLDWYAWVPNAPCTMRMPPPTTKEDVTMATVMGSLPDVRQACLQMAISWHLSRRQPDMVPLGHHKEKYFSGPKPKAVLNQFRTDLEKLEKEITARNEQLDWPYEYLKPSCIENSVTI
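Hydroperoxide output read as Fe(III)-xylenol orange absorbance, 573-to-405 nm ratio, after 30 min reaction with 40 uM arachidonic acid. Enzyme: 150 nM purified human 12hLO, 15 min compound preincubation; 25 mM Hepes pH 7.0, room temperature.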
ALOX15B inhib – 15-hLO-2 (ALOX15B) enzyme inhibition; Potency, µM (titrated, usually from 57.1 µM), for inactives: at the highest dose activity change, negative = inhibition, most hits filed as inhibitors; O15296; purified 15hLO-2, xylenol orange hydroperoxide absorbance; 110,000 tested, 0.56% active; also: potency is read from the fitted curve at half-maximal effect; nearly all actives have a fitted effect of over 60% in size; many of its hits are not listed in these tables
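Purified human 15hLO-2 (50 nM) preincubated 15 min with compound, then 45 uM arachidonic acid for 90 min at RT in 25 mM Hepes pH 7.5, 0.01% Triton X-100. Hydroperoxide detected by Fe-xylenol orange; 573/405 nm absorbance ratio.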
PNC inhibitor – inhibitors of perinucleolar compartment assembly; PC3M PTB-GFP, PNC prevalence imaging, 16 h; stronger effect = lower value; activity change (PNC), negative = inhibition, % at 10 µM; 140,000 tested, 3.1% active;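 active = readout at or below -70, meaning at least 70% loss of cells showing the perinucleolar compartment, a nuclear body marking cancer cells; inconclusive = readout between -30 and a set limit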;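 also: plate controls were DMSO wells for no effect and camptothecin positive control wells for full effect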
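PC3M cells stably expressing PTB-GFP, 750–1000 cells/well, treated 16 h at 37 °C with compound (23 nl of library stock), in duplicate. After paraformaldehyde fixation and Hoechst stain, imaged at 20x; PNC prevalence scored by image analysis.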
IMPase cell inh – membrane-permeable compound that blocks inositol monophosphatase. 120,000 tested, under 10 active. AID 901. CHO-M1 cells, IP1 accumulation, HTRF TR-FRET ratio. inhibition (IP1 accumulation), % at 46.1 µM. P97697; active = well fitted curve in the direction sought with a large enough effect in the signal ratio, not every such curve was filed as active; inconclusive = small, poorly fitted or top-dose-only effect, or a change in a side signal; inactive = no such curve, though single readings can be large or run the other way; the % refers to the signal ratio;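 also: cells stimulated with carbachol in lithium chloride buffer; plate controls were DMSO basal wells for no effect and reference inhibitor wells for full effect; higher means more IMPase inhibition seen as more IP1 and lower FRET ratio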
Target sequence (P97697 whole entry, looked up): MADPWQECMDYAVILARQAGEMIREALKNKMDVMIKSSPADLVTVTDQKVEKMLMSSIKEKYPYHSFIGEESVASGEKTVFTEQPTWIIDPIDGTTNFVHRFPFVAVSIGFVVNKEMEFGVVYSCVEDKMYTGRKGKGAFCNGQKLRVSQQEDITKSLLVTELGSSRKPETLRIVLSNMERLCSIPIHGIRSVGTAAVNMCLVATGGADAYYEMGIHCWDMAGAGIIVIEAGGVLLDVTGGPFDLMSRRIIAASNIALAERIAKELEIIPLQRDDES
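CHO-M1, 2000 cells/well, cultured 16–30 h; cpd up to 46 uM; carbachol (50 uM solution, stimulation buffer w/ 50 mM LiCl, pH 7.4), 30 min 37C; IP-One TR-FRET, 10 min RT; Ex 320/Em 665, 620; Hill-fit AC50.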
An asterisk follows results filed as active; ? = inconclusive; nt = no result given; [ ] = remark or other dose. Unless noted, calls follow the shape of the dose curve; as a rule, active = well fitted curve in the direction sought with a large enough effect; inconclusive = small, poorly fitted or top-dose-only effect, or another doubt; inactive = no such curve, though single readings can be large; an effect the other way counts as inactive or inconclusive. Unless noted, % is scaled to controls: 0 for no effect and ±100 for the full control effect.

The opening three records (preview)
SMILES | 12-hLO inh | ALOX15B inhib | PNC inhibitor | IMPase cell inh
COc1ccc(C(=O)Nc2ccc3oc(-c4cccc(F)c4)nc3c2)cc1OC | -3% | -4% | 10 | 2
COc1ccc(-c2ccc3c(N)c(C(=O)c4cccc(OC)c4)sc3n2)cc1 | 3% | ? | 21 | 3
Cc1ccccc1-c1nnc(NC(=O)c2ccc(N3C(=O)CCC3=O)cc2)s1 | 1% | nt | 13 | nt

This part in full (from the top)
SMILES | 12-hLO inh | ALOX15B inhib | PNC inhibitor | IMPase cell inh
COc1ccc(C(=O)Nc2ccc3oc(-c4cccc(F)c4)nc3c2)cc1OC | -3% | -4% | 10 | 2
COc1ccc(-c2ccc3c(N)c(C(=O)c4cccc(OC)c4)sc3n2)cc1 | 3% | ? | 21 | 3
Cc1ccccc1-c1nnc(NC(=O)c2ccc(N3C(=O)CCC3=O)cc2)s1 | 1% | nt | 13 | nt
O=C1NC(=S)N(C(=O)c2ccc(F)cc2)/C1=C/c1ccccc1 | -14% | nt | -5 | -4
Cc1cc(Nc2cccc(C)c2C)n2nc(C)nc2n1 | 4% | nt | 57 | nt
CCOC(=O)c1c(NC(=O)c2ccccc2)sc2c1CCc1ccccc1-2 | -2% | nt | -13 | nt
Cc1cc2nc3c(=O)[nH]c(=O)nc-3n(C[C@H](O)[C@H](O)[C@H](O)CO)c2cc1C | 0% | -30% | nt | nt
CC(C)CCNc1nc(-c2ccco2)c2c(c1C#N)CCCC2 | -9% | -11% | 7 | 12
COc1ccccc1NC(=O)CSc1nnc(-c2ccncc2)o1 | -3% | 1% | 24 | 6
COc1ccc2cc3c(N)nn(C(=O)c4ccc(Cl)c([N+](=O)[O-])c4)c3nc2c1 | 0% | nt | ? | -6
Cc1ccc2c(C)nc(Nc3nc(CSc4nc5ccccc5[nH]4)cc(=O)[nH]3)nc2c1 | 6% | 47%[activator] | 75 | 4
Cc1cc(N2C(=O)NC(=O)CC2C)c(C)cc1C(C)C (configuration not stated) | -2% | nt | ? | nt
CCOC(=O)C1CCCN(C(=O)c2cccs2)C1 (configuration not stated) | 1% | 11% | 22 | 0
COc1ccc(C(CCN2CCOCC2)c2c(OC)cc(OC)c3c(-c4ccccc4)cc(=O)oc23)cc1 (configuration not stated) | 1%[0.00818 µM] | 51%[activator][0.0915 µM] | nt | nt
COc1ccc2oc(=O)c(-c3ccccc3C(=O)N3CCOCC3)cc2c1 | 1% | nt | 7 | nt
CC(=O)Nc1ccc(-c2nnc(SCc3ccc(C)cc3)n2C)cc1 | -6% | 0% | -6 | 2
CN(C(=O)COC(=O)COc1ccc(Cl)cc1)C1CCCCC1 | 0% | -3% | 38 | -6
Cc1ccc(S(=O)(=O)N/N=C\c2ccccc2OCc2ccccc2)cc1 | -15% | -12% | -6 | 5
Cc1cc(C)c(-c2csc(NC(=O)c3n[nH]c(=O)c4ccccc34)n2)c(C)c1 | -2% | nt | -89* | -4
C/C(=N\NC(=O)c1ccccc1)c1ccc(NC(=O)c2cccs2)cc1 | -1% | nt | 38 | -2
O=C(Nc1ccccc1N1CCN(C(=O)c2ccc(Cl)cc2)CC1)c1cccnc1 | -10% | 1% | ? | -5
CC(C)C(=O)N(c1ccc2oc(=O)sc2c1)S(=O)(=O)c1cccs1 | ? | ? | 7 | -6
N#Cc1cnn(Cc2ccc(Cl)cc2)c1N | 1% | 2% | ? | -9
CCOC(=O)N1CCN(c2nnnn2-c2ccccc2)CC1 | 1% | 2% | -13 | 6
O=C(Nc1nc2ccc3ccccc3c2s1)c1ccc(N2CCCCC2)c([N+](=O)[O-])c1 | 3% | nt | ? | -8
Cc1cc(=O)[nH]c(/N=C(\N)Nc2ccc(Cl)cc2)n1 | -4%[11.4 µM] | 1%[11.4 µM] | nt | nt
Fc1cccc(Cl)c1CSc1nnc(COc2cccc3cccnc23)o1 | -6% | 8% | 41 | 1
CN(C)C(=O)COc1ccc(Br)cc1 | -1% | nt | -19 | nt
CN(C)S(=O)(=O)c1ccc2c(c1)c(=O)c(C(=O)N1CCOCC1)cn2C | 8% | -8% | ? | -1
CCOCCCNC(=O)C(NC(=O)CC1NC(=O)NC1=O)c1ccc(Cl)cc1 (configuration not stated) | -5% | 1% | -13 | -2
COc1ccc(-c2nnn(Cc3nc(N)nc(N4CCOCC4)n3)n2)cc1OC | 1% | -1% | ? | 4
CC(=O)OCC(=O)NCc1ccc2c(c1)OCO2 | -4% | 1% | ? | 2
COC(=O)C1=C(C)NC2=C(C(=O)CCC2)C1c1cccs1 (configuration not stated) | 0% | 0% | ? | 3
O=C(NNC(=O)c1cccnc1)Nc1ccccc1 | 6% | nt | -12 | 3
COc1cccc(N2CCN(C3CC(=O)N(c4ccc(Cl)c(Cl)c4)C3=O)CC2)c1 (configuration not stated) | -6% | 2% | 26 | 5
CC(/C=N/n1c(-c2ccccc2)n[nH]c1=S)=C\c1ccco1 | -15% | ? | 40 | 3
CCCN=C1N/C(=C\c2ccco2)C(=O)N1c1ccccc1 | -14% | -6% | ? | 3
Cc1ccc(-n2nc3c4c(cccc4c2=O)-c2ccccc2-3)cc1 | 4% | -25% | 46 | 12
CC(=O)c1ccc(N2CCN(C(=O)c3ccc4c(=O)n(-c5ccccc5)c(=O)[nH]c4c3)CC2)cc1 | 1% | nt | -108* | -2
Cc1cccc(NC(=O)CSc2nc(C)c(CC(=O)c3ccc(Br)cc3)c(C)c2C#N)c1C | 2% | -7% | -27 | -21
O=C(N/N=C/c1ccco1)c1cc(Br)ccc1OCc1ccccc1 | 1% | nt | 8 | nt
COC(=O)N1CCC[C@@]2(CCN(Cc3nccs3)C2)C1 | 0% | 7% | nt | nt
COc1cccc(C(=O)N(Cc2cc3cc(C)ccc3[nH]c2=O)CC2CCCO2)c1 (configuration not stated) | -14% | 2% | 3 | 4
COCC(C)n1c(-c2ccc3c(c2)NC(=O)CO3)csc1=Nc1ccc(OC(F)F)cc1 (configuration not stated) | -16% | 25% | 15 | 15
Cc1ccc(NC(=O)N2CCCC2C(=O)NCCC2=CCCCC2)cc1 (configuration not stated) | 4% | 3% | 19 | -8
Cc1ccc2c(c1)NC(=O)CC(c1ccccc1)=N2 | -8% | nt | ? | 3
COc1ccccc1N1CCN(C/C(O)=C(\C#N)c2nc(-c3ccccc3)cs2)CC1 | 0% | 5% | 20 | -6
COc1cc(NS(=O)(=O)c2ccc(NC(=S)NC(=O)C(C)(C)C)cc2)nc(OC)n1 | ? | ? | 1 | -7
CC(=O)N1CCN(c2ccc(NC(=O)COc3ccc(Cl)cc3Cl)cc2)CC1 | -8% | -10% | -1 | -1
CC(=O)C1=C(C)NC(SCC(=O)c2ccc(Cl)c(Cl)c2)=C(C#N)C1c1ccco1 (configuration not stated) | ? | -13% | 15 | 8
Cc1ccc(C(=O)N/C(=C\c2cccs2)C(=O)NCCCn2ccnc2)cc1C | 0% | 42%[activator] | -13 | -11
Cc1ccc(S(=O)(=O)N2CCN(C(=O)N3CCOCC3)C2c2ccc(N(C)C)cc2)cc1 (configuration not stated) | 1% | 1% | ? | -3
Cc1c(C)[n+](=O)c2c(n1[O-])CCC2 | -2% | -7% | -28 | 1
COc1ccccc1NC(=S)N(CCc1nc2cc(C)c(C)cc2[nH]1)Cc1cccnc1 | -5% | 50%[activator] | 13 | 0
Cc1cc(NC(=O)c2ccccc2F)n(-c2nc3ccccc3[nH]2)n1 | -4% | 29% | 30 | 2
COc1ccc(-c2csc(NC(=O)c3cc(-c4cccs4)nc4ccccc34)n2)c(OC)c1 | 0% | nt | 20 | -2
CCOc1cc(C(=O)N/N=C\c2cn(CC)nc2C)cc(OCC)c1OCC | 2% | nt | ? | nt
COc1cc(S(=O)(=O)Nc2cccc(C)c2)ccc1N=Cc1c(C)[nH]n(-c2ccccc2)c1=O | 0% | nt | 11 | nt
CCOC(=O)c1ccc(N2C(=O)CC(Sc3nnc(C)s3)C2=O)cc1 (configuration not stated) | -6% | ? | -25 | -3
Cc1ccc(C(=O)NC(Cc2c[nH]c3ccccc23)C(=O)O)o1 (configuration not stated) | 1% | 0% | ? | 1
(more compounds)
SMILES | 12-hLO inh | ALOX15B inhib | PNC inhibitor | IMPase cell inh
Nc1cc2c(cc1C(=O)c1ccc(Cl)cc1)OCCO2 | -16% | 4% | 19 | 8
COc1ccccc1-c1noc(-c2cccnc2)n1 | 13% | 6%[2.29 µM] | ? | -6
Cc1ccc(CNc2cnn(C34CC5CC(CC(C5)C3)C4)c(=O)c2Cl)cc1 | -8% | nt | 12 | ?
Oc1c(C=NCc2ccncc2)sc2ccccc12 | -20% | -13% | ? | 23
CCN=C(NC#N)SCc1c(F)cccc1Cl | 2% | nt | -109* | nt
COc1cccc(C2C(=O)N(C3CCCCC3)CC(=O)N2Cc2ccc(F)cc2)c1 (configuration not stated) | 1% | -2% | -8 | 4
CCn1c(=N)n(CC(=O)c2ccc(OC)cc2)c2ccccc21 | -3% | 14% | 7 | 7
CC(=O)OCCCNc1cc(SCc2ccco2)c2nonc2c1[N+](=O)[O-] | -10% | nt | 32 | 11
CC1(C(=O)N(CC(=O)NC2CCCC2)Cc2ccco2)CC(=O)N=C2C=CC=CN21 (configuration not stated) | 3% | -1% | 11 | -5
COc1cc2c(cc1OC)CN(Cc1cc(=O)oc3cc(C)c(Cl)cc13)CC2 | -7% | nt | -1 | nt
COC(=O)N1CCC2(CC1)CCN(c1ccncc1)CC2 | 1% | 8% | nt | nt
CCOc1ccccc1C(=O)NCCCn1ccnc1 | 5% | 5% | 16 | 9
O=c1c2cnn(-c3ccc(F)cc3)c2ncn1Cc1ccccn1 | -2% | -4% | -27 | -12
Cc1nc(-c2ccc(NC(=O)CC(C)C)cc2)cs1 | 0% | nt | 50 | nt
CCc1nnc(NC(=O)CCC(=O)N2CCN(Cc3ccccc3)CC2)s1 | -4% | 2% | 6 | 9
C=CCOC(=O)/C(=C\c1ccccc1)NC(=O)c1ccco1 | -2% | nt | -16 | nt
O=C(CCC1CCCC1)Nc1nnc(-c2ccc3c(c2)OCO3)s1 | -4% | nt | 11 | nt
COC(=O)[C@@]1(Cc2ccc(OC)cc2)[C@H]2c3cc(C(=O)N4CCCC4)n(C[C@H](O)CO)c3C[C@H]2CN1C(=O)c1ccccc1 | -4% | 4% | nt | nt
N#Cc1c(N)nc2c(c1N)CC(CO)O2 (configuration not stated) | 0% | 1% | -29 | -3
c1cnc(N2CCN(c3nc4ccccc4n4cnnc34)CC2)nc1 | -5% | -8% | ? | 11
COc1cccc(NC(=O)N(Cc2ccco2)C(C)c2cccs2)c1 (configuration not stated) | -3% | 3% | 40 | 8
Cc1cc(=O)[nH]c(SCC(=O)c2ccccc2)c1C#N | -10% | -5% | ? | 2
CS(=O)(=O)N(CC(=O)NCc1ccco1)Cc1ccc(Cl)cc1 | -12% | -7% | ? | 10
CCNc1nc(N)nc(Oc2ccc(C(=O)OC)cc2)n1 | 1% | 2% | ? | 11
O=C(CCn1[nH]c(=O)c2ccccc2c1=O)OC1CCCCC1 | -3% | 5% | -16 | -5
Cc1ccc2oc(-c3ccc(C)c(NC(=O)Cc4cccs4)c3)nc2c1 | 2% | ? | 3 | 2
CSc1nc(C)c(CCOC(=O)c2ccccc2)c(=O)[nH]1 | -2% | -9% | 3 | 0
COc1ccccc1N(CC(=O)NC(C)(C)C)S(=O)(=O)c1cccs1 | 1% | nt | 34 | nt
Cc1cc(OCCCCN2C(=O)NC(C)(C)C2=O)cc(C)c1Cl | -8% | 6% | 13 | 0
CCOc1ccc2nc(/N=C/c3c(C)[nH]n(-c4ccccc4)c3=O)sc2c1 | 7% | nt | -7 | nt
O=C(O)C/C(=C\c1ccccc1)C(=O)O | -3%[11.4 µM] | 3%[11.4 µM] | nt | nt

An excerpt; the hit share may differ from the screen's.
